# High-throughput results from PubChem BioAssay.
# POLH inh: DNA polymerase eta (human) inhibition; Q9Y253; recombinant Pol eta, fluorescent DNA replication assay; Potency, µM (titrated, usually from 114 µM), for the others: top-dose activity change, negative = inhibition, hits mostly inhibitors; actives 1.2% (n = 390,000); AID 588591; further: potency means the concentration at half of the fitted maximal effect; on the % scale 0 is the no-effect control and ±100 the full control effect
# Target sequence (Q9Y253 whole entry, looked up): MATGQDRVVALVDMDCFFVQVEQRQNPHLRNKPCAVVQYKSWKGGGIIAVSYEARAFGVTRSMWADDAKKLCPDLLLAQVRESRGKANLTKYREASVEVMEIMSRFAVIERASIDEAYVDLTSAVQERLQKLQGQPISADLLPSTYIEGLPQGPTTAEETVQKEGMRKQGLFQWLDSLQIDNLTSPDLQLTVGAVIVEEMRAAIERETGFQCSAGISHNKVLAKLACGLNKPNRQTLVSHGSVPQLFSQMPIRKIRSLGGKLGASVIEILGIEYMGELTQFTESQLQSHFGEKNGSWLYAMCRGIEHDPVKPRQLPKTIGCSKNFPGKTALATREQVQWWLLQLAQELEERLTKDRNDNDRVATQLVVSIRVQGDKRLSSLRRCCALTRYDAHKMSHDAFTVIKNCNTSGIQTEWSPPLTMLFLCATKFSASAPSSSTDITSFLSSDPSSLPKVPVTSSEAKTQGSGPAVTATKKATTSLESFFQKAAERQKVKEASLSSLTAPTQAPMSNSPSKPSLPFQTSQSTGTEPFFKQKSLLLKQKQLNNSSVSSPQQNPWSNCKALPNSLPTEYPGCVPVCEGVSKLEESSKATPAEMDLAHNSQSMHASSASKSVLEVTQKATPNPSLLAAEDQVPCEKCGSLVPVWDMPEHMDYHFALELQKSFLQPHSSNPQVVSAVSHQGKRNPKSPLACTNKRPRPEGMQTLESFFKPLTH
#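 Fluorescent replication assay: 50 nM final substrate added after a 15 min room-temperature compound preincubation with 10 nM enzyme. Signal taken at 0 min and again at 10 min.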
# Apoferritin bind: candidate novel general anesthetic via apoferritin binding. actives 0.074% (n = 350,000). P02791. apoferritin/1-aminoanthracene competitive binding, fluorescence. Potency, µM (highest dose often 77.5 µM), for inactives: at the highest dose activity change, negative = displacement, usual class: inhibitors; further: potency means the concentration at half of the fitted maximal effect; on the % scale 0 is the no-effect control and ±100 the full control effect; nearly all actives have a fitted effect of over 20% in size
#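 Horse-spleen apoferritin (10 uM) was mixed with 50% saturated 1-aminoanthracene in PBS, exposed to compounds for 10 min at room temperature, and read for fluorescence (ex 380 nm, em 535 nm). Competitive displacement was fitted with a four-parameter Hill equation.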
# POLK inh: blocks human DNA polymerase kappa activity; AID 588579; Q9UBT6; Potency, µM (titrated, usually from 107 µM), for inactives: at the top dose activity, negative = inhibition, actives largely listed as inhibitors; purified Pol kappa, fluorescent DNA synthesis assay, 10 min; actives 0.53% (n = 400,000); further: potency means the concentration at half of the fitted maximal effect; on the % scale 0 is the no-effect control and ±100 the full control effect
#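 Kinetic fluorescence readout at 0 and 10 min followed reaction start with substrate at 50 nM final. Beforehand, enzyme (10 nM Pol kappa) stood 15 min with compound at room temperature; buffer-only wells were negative controls.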
# APEX1 inh: inhibitors of human APE1 endonuclease; Potency, µM (highest dose often 65.8 µM), inactives show top-dose activity change, negative = inhibition, actives largely listed as inhibitors; recombinant APE1, TAMRA/BHQ-2 abasic DNA cleavage fluorescence; actives 0.35% (n = 350,000); P27695;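 further: potency means the concentration at half of the fitted maximal effect; plate controls were vehicle for no effect and reference inhibitor for full effect; nearly all actives have a fitted effect of over 55% in size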
# Target sequence (P27695 whole entry, looked up): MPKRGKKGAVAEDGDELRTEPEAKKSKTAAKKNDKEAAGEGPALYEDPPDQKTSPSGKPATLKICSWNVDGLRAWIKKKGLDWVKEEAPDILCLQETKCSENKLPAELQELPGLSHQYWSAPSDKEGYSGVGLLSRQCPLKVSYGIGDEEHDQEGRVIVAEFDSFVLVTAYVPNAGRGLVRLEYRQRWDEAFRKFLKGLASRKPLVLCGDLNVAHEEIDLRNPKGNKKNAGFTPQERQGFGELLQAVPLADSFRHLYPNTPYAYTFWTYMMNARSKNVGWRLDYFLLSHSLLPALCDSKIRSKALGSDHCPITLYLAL
#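 Substrate: short duplex with […] THF abasic site, 5'-TAMRA and 3'-BHQ-2, 50 nM final. APE1 at 0.75 nM, preincubated 15 min RT with compound. Fluorescence increase from first to third read measured activity.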
# 12-LOX inh: inhibitors of human 12S-lipoxygenase ALOX12. P18054. Potency, µM (top dose mostly 108 µM), for inactives: at the highest dose activity change, negative = inhibition, most hits filed as inhibitors. actives 1.1% (n = 580,000). purified 12hLO, xylenol orange hydroperoxide absorbance. AID 1671190; further: potency means the concentration at half of the fitted maximal effect; on the % scale 0 is the no-effect control and ±100 the full control effect
#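 Hydroperoxide product was detected by ferrous iron/xylenol orange as the 573 to 405 nm absorbance ratio. Arachidonic acid at 40 uM (final) was turned over for 30 min at room temperature by 150 nM human 12hLO, pH 7.0 Hepes buffer, after 15 min compound preincubation.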
# Pol beta inh: blocks human DNA polymerase beta activity | P06746 | Pol beta primer extension/strand displacement, fluorescence kinetic | Potency, µM (top dose mostly 114 µM), for inactives: top-dose activity change, negative = inhibition, actives largely listed as inhibitors | actives 1.3% (n = 340,000) | AID 485314; further: potency means the concentration at half of the fitted maximal effect; on the % scale 0 is the no-effect control and ±100 the full control effect
#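 Values derive from four-parameter Hill fits of normalized kinetic data: reads at 0 and 10 min following addition of 50 nM substrate to 10 nM Pol beta preincubated 15 min with compound.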
# ERG Ets-DNA blk: blocks human ERG Ets domain binding to DNA; Potency, µM (top dose mostly 76.9 µM), for inactives: at the highest dose FP activity, negative = inhibition, hits mostly inhibitors; P11308; fluorescence polarization, His-ERG Ets domain / labelled DNA; actives 0.028% (n = 370,000); active means well fitted inhibition curve with a large enough effect in the polarisation, with a control signal flat; inconclusive means small, poorly fitted or top-dose-only effect, or effect the other way, or a change in a side signal; inactive means no such curve, though single readings can be large or run the other way; the % refers to the polarisation;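 further: polarization taken with two DNA probes labelled with fluorescein and Texas red; potency means the concentration at half of the fitted maximal effect; % of control where 0% means no effect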
#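 His-tagged ERG Ets domain (1 uM in the protein solution; 300mM KCl, 50mM Tris-HCl, 1mM EDTA, 1mM DTT, pH 7.5) received compound, then a probe mix of 5 nM fluorescein-DNA and 100nM Texas-615-DNA. Fluorescence polarization was read for both dyes.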
# RGS4 inhibitor: human RGS4 inhibition; P49798; Transcreener GDP fluorescence polarization, RGS4-accelerated GTP hydrolysis; Potency, µM (titrated, usually from 114 µM), for inactives: at the highest dose activity change, negative = inhibition, hits mostly inhibitors; actives 0.039% (n = 390,000); AID 504845; further: potency means the concentration at half of the fitted maximal effect; on the % scale 0 is the no-effect control and ±100 the full control effect; nearly all actives have a fitted effect of over 75% in size; some results filed as inactive show a strong effect at the top dose
#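 MLSMR compounds (23 nl, pin-transferred) preincubated 10 min at room temperature with a 500nM (2x) first reagent, then RGS4 at 900nM (2x) plus Transcreener GDP mix added; fluorescence polarization (620/688 nm) read before and after 90 min at 30 °C.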
# LDHA inh: inhibitors of human lactate dehydrogenase A; P00338; purified LDHA, NADH/diaphorase-resazurin fluorescence; active compounds read low; activity change, % (values are at about 110 or 230 µM); actives 0.15% (n = 480,000); in the data active means activity change below about -30%; inconclusive means mostly about -25% to -30%;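 further: plate controls were DMSO wells for no effect and wells without enzyme for full effect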
#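 Enzyme activity of human lactate dehydrogenase 5 (2 nM; 0.06 mM NADH, 0.2 mM pyruvate, 5 min, RT) is measured via a resazurin/diaphorase fluorescence readout of residual NADH.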
# Numbers without * were called inactive; i = inactive; ? = inconclusive; . = not tested or not shown; & = joins results of further samples; [ ] = remark or other dose. Unless noted, the call rests on the fitted dose curve; in most records, active means well fitted curve in the direction sought with a large enough effect; inconclusive means small, poorly fitted or top-dose-only effect, or another doubt; inactive means no such curve, though single readings can be large; an effect the other way counts as inactive or inconclusive.
# The first 3 entries, to show the layout:
SMILES,POLH inh,Apoferritin bind,POLK inh,APEX1 inh,12-LOX inh,Pol beta inh,ERG Ets-DNA blk,RGS4 inhibitor,LDHA inh
Cc1ccc(NC(=O)Cc2noc3ccccc23)cc1,-14%,-13%,-4%,16%,0%,2%,-5%,9%,0
CC(C)c1ccc(NC(=O)CN2C(=O)NC(Cc3c[nH]c4ccccc34)C2=O)cc1 (centres undefined),-2%,.,-6%,4%,?,.,2%,-14%,-1
COC(=O)c1sccc1NC(=O)CSc1cccc(Cl)c1Cl,-9%,?,-16%,-8%,?,-14%,4%,-38%,3

# Results, from the start:
SMILES,POLH inh,Apoferritin bind,POLK inh,APEX1 inh,12-LOX inh,Pol beta inh,ERG Ets-DNA blk,RGS4 inhibitor,LDHA inh
Cc1ccc(NC(=O)Cc2noc3ccccc23)cc1,-14%,-13%,-4%,16%,0%,2%,-5%,9%,0
CC(C)c1ccc(NC(=O)CN2C(=O)NC(Cc3c[nH]c4ccccc34)C2=O)cc1 (centres undefined),-2%,.,-6%,4%,?,.,2%,-14%,-1
COC(=O)c1sccc1NC(=O)CSc1cccc(Cl)c1Cl,-9%,?,-16%,-8%,?,-14%,4%,-38%,3
CCOC(=O)N1CCN(C(=O)CSCC(=O)Nc2nc(-c3ccc(-c4ccccc4)cc3)cs2)CC1,-6%,-5%,-12%,2%,5%,3%,9%,-15%,-14
Cc1ccccc1CNS(=O)(=O)c1ccc2c(c1)OCCO2,-11%,-5%,-7%,-1%,-2%,4%,.,5%,-11
CC(C)[C@H](NC(N)=O)C(=O)Nc1cccc(S(=O)(=O)NC2=NCCCCC2)c1,-11%,.,-14%,-10%,-22%,.,-2%,-8%,-3
CCC1=NN(C(=O)c2ccc(C)cc2)C(O)(c2ccc(Br)cc2)C1 (centres undefined),-17%,?,-15%,1%,-17%,-20%,-9%,-26%,-4
CC(=O)Oc1ccc(C(=O)Nc2cccc(C(=O)c3cccc(NC(=O)c4ccc(OC(C)=O)cc4)c3)c2)cc1,3.2µM*,-13%,?,15%,-28%,13µM*,-10%,?,-1
CCc1ccccc1NC(=O)c1sc2nc(C)cc(C)c2c1N,-22%,15%,-8%,18%,-14%,1%,-2%,?,-3
COCCCNc1nc2c(S(=O)(=O)c3ccccc3)nnn2c2ccc(Cl)cc12,-4%,-1%,2%,.,-2%,35%[activator],1%,11%,-10
CCOc1ccc(/C=C/C(O)=C2/C(=O)N(C)C3(C)CC2c2ccccc2O3)cc1OC (centres undefined),-14%,-8%,-14%,0%,-9%,1%,-4%,-14%,-7
COc1ccc(N2CCN(Cc3nnc(-c4ccc5c(c4)OCO5)o3)CC2)cc1,-12%,4%,-6%,.,-1%,-22%,-9%,-7%,1
O=S(=O)(/N=C(/NNS(=O)(=O)c1ccccc1)c1ccccc1)c1ccccc1,-7%,-15%,3%,9%,22%,52%,-3%,0%,-1
Cc1cc(OCC(O)CN2CCN(C)CC2)ccc1C(C)C (centres undefined),-23%&-6%,-17%,3%&0%,-1%,?,5%,-4%&3%,-22%&-10%,-1&-3
O=C(NCc1nnc(SCC(=O)N2CCC(Cc3ccccc3)CC2)o1)c1ccccc1F,-2%,-15%,-22%,-1%,23%,-22%,-12%,10%,-6
O=C(O)CN1C(=O)C(=O)N(Cc2ccc(C(F)(F)F)cc2)C1=O,-6%,-3%,8%,14%,-13%,4%,?,-17%,0
Cc1ccc(CSCCNC(=O)CCSc2ccccc2)cc1,1%,-14%,-3%,-2%,0%,14%,-2%,8%,-6
N#CC(C#N)=C/C=C(\Nc1ccc(Cl)cc1)c1ccc(Cl)cc1,-8%,-18%,12%,-1%,83%[activator],-10%,0%,-13%,-1
O=C(Nc1cccc(-c2cn3ccccc3n2)c1)c1cccs1,-10%,-22%,-5%,-1%,-17%,-15%,-1%,-5%,-3
CS(=O)(=O)N(CC(=O)Nc1ccccc1Sc1ccccc1)c1cccc(Br)c1,-5%,44%[activator],-10%,-11%,176%[activator],0%,-5%,-35%,-2
O=C(Cn1nc(Cl)nc1Cl)c1ccc2c(c1)OCCO2,13%,?,-3%,0%,0%,8%,4%,6%,2
CC1(C)Cc2cccc(C(=O)Nc3ccc(Cl)cc3)c2O1,-20%,1%,-3%,-5%,?,24%,-4%,-3%,2
Cc1ccc(Cl)cc1NC(=S)N(Cc1ccccc1)Cc1cccnc1,-13%,-3%,-8%,8%,1%,27%,0%,8%,-6
CN(C(=O)c1sc2nc(N3CCCC3)c3c(c2c1N)CC(C)(C)OC3)c1ccccc1,-5%,-13%,-4%,6%,-8%,10%,-8%,0%,3
Cc1oc2ccc(O)c(CN3CCCC3)c2c1C(=O)Nc1ccccc1,-16%,7%,0%,.,-25%,4%,0%,-7%,5
O=C(CSc1nc2nccnc2c(=O)n1Cc1cccs1)Nc1ccccc1F,-8%,-17%,14%,40%,0%,-1%,2%,3%,-1
Cn1c(N2CCOCC2)nc(-c2ccccc2)c1-c1ccccc1,-7%,-16%,-3%,2%,2%,-1%,.,-2%,3
C/C(=N/NC(=O)CNC(=O)c1ccco1)c1ccco1,1%,-5%,-9%,24%,10%,-7%,-3%,47%,-3
Cc1cccc(N2CCN(C(=O)CCc3c(C)nc4ncnn4c3C)CC2)c1C,2%,-12%,-5%,.,-8%,22%,1%,17%,3
Cc1cc(NC(=O)CSc2nnc(-c3ccco3)n2CC2CCCO2)no1 (centres undefined),-8%,-10%,-1%,0%,22%,2%,-4%,-7%,6
O=C(CC1C(=O)NCCN1Cc1ccc(-c2ccccc2)cc1)NCc1ccncc1 (centres undefined),-16%,-9%,-8%,16%,?,-20%,-7%,-32%,-12
Cc1ccc(OCCN(C)C)c([N+](=O)[O-])c1,-13%,-12%,-22%,0%,-4%,32%,1%,1%,-9
Cc1cccc(NC(=O)c2ccccc2O)c1C,-12%,?,-9%[60.1 µM],0%,-20%,15%,.,21%,7
Cc1ccc(C)c(NC(=O)CCN2CCN(C)CC2)c1,1%,-1%,-7%,5%,0%,-20%,-12%,-2%,-6
Cc1cccc(C(=O)N2CCc3cc(CNC(=O)c4cc5ccccc5[nH]4)ccc32)c1,-7%,-8%,-11%[60.1 µM],.,?,0%,0%,13%,-6
O=c1[nH]cnc2c1ccn2C1OC(CO)C(O)C1O (centres undefined),-21%,.,-4%,.,-8%,.,-5%,-1%,-2
CN(CC(=O)Nc1ccccc1N1CCOCC1)CC(=O)Nc1ccc(F)c(F)c1F,-2%,-6%,-6%,9%,-4%,-12%,-4%,3%,-2
CN(C)S(=O)(=O)c1cccc(NC(=O)COC(=O)CNC(=O)c2cccc([N+](=O)[O-])c2)c1,-12%,-15%,11%,2%,0%,21%,-7%,-19%,1
Nc1ccc2nc(C(F)(F)F)[nH]c2c1,5%,-12%,-7%,7%,-17%,24%,1%,13%[11.4 µM],1
COc1ccccc1OCCCn1c(-c2ccc(Cl)cc2)nc2ccccc2c1=O,-4%,-5%,-8%,.,-20%,-2%,1%,-30%,2
COc1ccc([C@@H]2Sc3ccccc3NC(=O)[C@@H]2O)cc1,-3%,.,-7%,.,i,.,-3%,41%,-11
Nc1ccc(Sc2cnn(-c3ccccc3)c(=O)c2Cl)cc1,-17%,?,5%,-1%,-13%,3%,4%,-20%,-4
O=C(CSc1nc2c(cnn2-c2ccccc2)c(=O)[nH]1)N1N=C(c2cccs2)CC1c1ccc(F)cc1 (centres undefined),-7%,0%,-7%,?,6%,0%,-7%,9%,-6
CC1CCCN(Cc2ccc(OCc3ccccc3)cc2)C1 (centres undefined),-22%,-21%,-2%,-7%,0%,1%,7%,6%,2
Cc1cccn2c(=O)c3cc(C(=O)NC4CCCCC4)c(=N)n(Cc4ccccc4)c3nc12,-21%,?,-5%,9.5µM*,-12%,-23%,-3%,-17%,-6
NC(=O)CSc1nnc(-c2ccc(S(=O)(=O)N3CCCC3)cc2)n1CC1CCCO1 (centres undefined),-10%,-8%,-7%,-2%,9%,13%,-2%,11%,-9
COc1ccc(S(=O)(=O)NCc2ccccn2)cc1,-6%,-8%,8%,1%,-8%,29%,-5%,-3%,-1
CN(C)CCCN(C(=O)c1cc2ccccc2oc1=O)c1nc2ccc(F)cc2s1,-8%,-11%,-17%,4%,?,-14%,.,-4%,-7
Cc1ccc2c(c1)N(CC(=O)NCC1CCCO1)C(=O)CO2 (centres undefined),-16%,-9%,3%,19%,0%,17%,-1%,12%,-1
CCC(=O)Nc1cccc(C(=O)OCc2cccc([N+](=O)[O-])c2)c1,0%,?,5%[60.1 µM],-2%,-7%,22%,7.1µM*,-2%,-3
O=C(CSc1cccc2cccnc12)N/N=C/c1cccnc1,-22%,-21%,0%,-3%,-10%,0%,9%,-29%,-1
Cc1cc2c(=O)n(C)c(SCC(=O)NC3CCCC3)nc2s1,-10%,.,-13%,17%,-20%,.,5%,2%,-1
O=[N+]([O-])c1ccc(/C=N/n2cnc3ccccc32)s1,-18%,4%,-2%,2%,-13%,24%,-3%,-11%,-6
CCN(CC)C(=O)Cn1nc(-c2ccccc2O)nc1SCC(=O)Nc1ccc(OC)cc1,-11%,15%,-4%,2%,8%,2%,-5%,-12%,2
Cc1cccc(Nc2ccc([N+](=O)[O-])cn2)c1,-7%,?,6%,-9%,-1%,2%,7%,-14%,3

# The list is partial; the hit share may differ from the screen's.
